DTT redox prof: compounds producing H2O2 with reducing agent – biochemical, NIH compound library profiling, artefact control for MLSCN library redox annotation, primary screen; DTT-dependent redox cycling H2O2, phenol red/HRP absorbance; 100% = 100 µM peroxide control, 0% = buffer; activation, % at 10 µM; 200,000 tested, 0.03% active; AID 878;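 active means activation of at least 50% relative to the plate's high and low controls in the primary single-dose screen; inactive means activation below 50%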;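 further: compound incubated with DTT at 0.8 mM final as the reducing agent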
Diaphorase inh: counter-screen for diaphorase-based assays: diaphorase inhibitors and chemical oxidizers; diaphorase resazurin-to-resorufin fluorescence, NADH, 16 min; bacterial (C. kluyveri) enzyme, not human; 190,000 tested, 0.69% active; inhibition, % at 20 µM;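 active means primary screen inhibition at 20 µM above a set limit, cut at about 50% in these data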;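 further: plate controls were DMSO with full reaction for no effect and wells lacking NADH for full effect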
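Assay system: diaphorase enzyme from Clostridium kluyveri. Quantity: enzyme working solution with 0.14 U/mL diaphorase. Schedule: reaction incubation of 16 min at room temperature. Technique: resorufin fluorescence, excitation 544 nm, emission 590 nm. Controls: No-NADH positive control and DMSO neutral control.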
TLR4-MyD88 BLA: inhibitors of human TLR4-MyD88 binding; O00206+Q99836; HeLa CL3-4 TLR4/MyD88 BLA complementation, FRET ratio; inhibition, % at 8.4 µM; 200,000 tested, 0.18% active; in the data active means inhibition above about 25%;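 further: 0% = vehicle and 100% = reference inhibitor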
PMI act: phosphomannose isomerase (human) activation; P34949; purified human PMI, coupled resazurin fluorescence, 20 min; hits give high values; 1 = vehicle control, 0 substrate-free wells; activation factor at 20 µM; 190,000 tested, 0.005% active; AID 1214;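 active means activation factor of 2 or more at 20 µM, relative to plate controls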
Target sequence (P34949 whole entry, looked up): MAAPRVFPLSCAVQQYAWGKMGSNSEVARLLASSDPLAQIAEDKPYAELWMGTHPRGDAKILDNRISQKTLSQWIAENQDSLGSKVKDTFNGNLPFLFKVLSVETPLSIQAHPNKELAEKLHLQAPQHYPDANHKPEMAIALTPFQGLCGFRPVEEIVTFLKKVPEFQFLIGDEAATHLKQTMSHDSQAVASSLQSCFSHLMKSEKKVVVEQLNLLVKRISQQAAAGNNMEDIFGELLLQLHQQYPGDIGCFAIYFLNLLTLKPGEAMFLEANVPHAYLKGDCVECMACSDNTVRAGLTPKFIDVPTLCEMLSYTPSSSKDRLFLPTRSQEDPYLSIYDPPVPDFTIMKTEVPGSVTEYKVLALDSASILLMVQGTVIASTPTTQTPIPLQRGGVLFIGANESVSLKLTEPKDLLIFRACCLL
PMI act hi M6P: increases human PMI activity with near-saturating mannose 6-phosphate. activation factor at 20 µM. P34949. coupled PMI enzyme assay, resazurin fluorescence, 20 min; hits give high values; 1 = untreated enzyme, 0 = substrate-free blank. AID 1216. 190,000 tested, 0.34% active;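 active means activation factor of 2 or more at 20 µM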
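Test system: human PMI in coupled enzyme assay; Input: PMI at 15 ng/mL final; Medium: HEPES buffer, pH 7.4; Schedule: 20 min incubation at room temperature; Technique: resorufin fluorescence at Ex 544/Em 590 nm; Compound: 20 µM single dose; Probe or stimulus: Near-saturating mannose-6-phosphate, 1.0 mM.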
Hsp70 activator: Hsp70 transcriptional activation, primary screen; 200,000 tested, 0.04% active; HeLa Hsp70 promoter luciferase reporter, luminescence; scaled: vehicle 0, proteasome-inhibitor control 100%; activation, % at 10 µM; AID 1203;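 active means activation above the mean across all tested compounds plus 3 SD, cutoff set per campaign, cut at about 5.5% in these data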;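 further: 100% = MG132 at 30 µM as the positive control and 0% = DMSO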
G6PDH counter: inhibits Leuconostoc G6PDH, flagging false hits in G6PDH-based assays. AID 1020. 200,000 tested, 0.12% active. Purified L. mesenteroides G6PDH, diaphorase/resazurin coupled fluorescence, 45 min. inhibition, % at 5 µM
RAM inhibit: inhibitors of the yeast RAM network | inhibition, % at 50 µM | 190,000 tested, 1.8% active | S. cerevisiae dse1pr::URA3 reporter, 5-FOA growth OD615, 2 d; analog-sensitive cbk1-as2 kinase mutant strain | AID 868;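 active means inhibition above a set limit, 3 SD over mean compound inhibition, cut at about 8.4% in these data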;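 further: 0% = DMSO-only wells with no growth and 100% = 10 µM 1-NA-PP1 full growth; inhibition rescues growth on 5-FOA so higher OD means more RAM inhibition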
Lmaj promast: inhibitors of Leishmania major promastigote growth; inhibition, % at 10 µM; 200,000 tested, 9% active; Leishmania major promastigotes, resazurin fluorescence viability;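 further: promastigotes grown with compound for 44 hours at 28 °C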
S1P3 antagonist: blocks the human S1P3 receptor | CHO S1P3 NFAT-BLA reporter, FRET fluorescence, antagonist mode | inhibition, % at 4.98 µM | 170,000 tested, 0.27% active;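 active means inhibition above the plate cutoff, the mean inhibition of test wells on that plate plus 3 SD, cut at about 28% in these data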;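 further: cells challenged with S1P at its EC80 of 0.8 µM; blue over green emission ratio from cleaved BLA substrate after 4 h stimulation; 0% = S1P-stimulated wells and 100% = unstimulated DMSO-only wells; some compounds past the cut are filed as inactive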
Target sequence (Q99500 whole entry, looked up): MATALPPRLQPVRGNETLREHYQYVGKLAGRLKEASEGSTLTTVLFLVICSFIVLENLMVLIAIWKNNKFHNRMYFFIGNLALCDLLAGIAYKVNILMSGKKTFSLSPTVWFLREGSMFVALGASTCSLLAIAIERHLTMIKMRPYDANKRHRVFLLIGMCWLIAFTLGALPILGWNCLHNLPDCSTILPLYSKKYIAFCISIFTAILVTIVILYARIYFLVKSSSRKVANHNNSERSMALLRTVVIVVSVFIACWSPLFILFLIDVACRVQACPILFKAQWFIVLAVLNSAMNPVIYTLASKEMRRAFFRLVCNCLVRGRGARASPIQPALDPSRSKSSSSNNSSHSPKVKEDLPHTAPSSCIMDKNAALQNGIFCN
Diaphorase act: diaphorase activation or chemical reduction counter-screen; AID 1229; activation factor at 20 µM; 190,000 tested, 0.005% active; Diaphorase/resazurin coupled assay, resorufin fluorescence, 16 min; hits give high values; 1 = vehicle wells, 0 = NADH-free wells;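 active means diaphorase activity raised at least twofold by the compound at 20 µM; inactive means activation factor below 2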
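System – purified diaphorase enzyme from Clostridium kluyveri · Input – enzyme 0.07 U/mL final · Also added – final NADH 0.114 mM, resazurin 0.1 mM · Measured by – fluorescence of resorufin, 544 nm excitation, 590 nm emission · Timing – 16 min enzyme reaction, ambient temperature · Measure – resorufin increase flagging diaphorase activators or reducers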
* hit, by the source's call; · = not tested or not shown. Unless noted, no stated cut-off is given here; in the data, active means inhibition above about 50%; inactive means the rest.

SMILES	DTT redox prof	Diaphorase inh	TLR4-MyD88 BLA	PMI act	PMI act hi M6P	Hsp70 activator	G6PDH counter	RAM inhibit	Lmaj promast	S1P3 antagonist	Diaphorase act
CCOP(=O)(O)c1cccc(OCCOCCOc2cccc(P(=O)(O)OCC)c2)c1	-0.6	11	4	1.1	1.1	0.2	5	0.2	-3	-8	0.9
CCCCC(O)(CCCC)C(=O)NN(C(=O)OCC)c1ccccc1	0.6	2	-13	0.9	1	-0.2	7	0.4	-2	-3	1
CCNc1ccc(C(=O)OCC)cc1NC(=O)c1cccc(N(C)C)c1	-0.1	18	6	1	0.9	0.2	4	-0.3	-3	·	0.8
CCSc1nnc(NC(=O)c2cccc(S(=O)(=O)N(C)c3ccc(C)cc3)c2)s1	2.2	20	5	1	1.1	-0.3	7	5.4	-2	0	0.8
CSc1nnc(Cc2ccc3c(c2)OCO3)o1	-0.8	11	-16	1	1	-0.3	2	0.5	-3	-31	0.9
CCN(CC)c1ccc(NC(=O)c2ccccc2F)cc1	-0.2	9	-3	0.9	0.9	0.4	4	0.9	9	8	0.9
CN1C(=O)NC(NC(=O)c2ccco2)(C(F)(F)F)C1=O (stereo unspecified)	-0.2	14	1	1	0.9	-0.3	3	2.1	-4	·	0.9
CC(=O)Oc1ccc2c(c1)C(=O)c1ccccc1CO2	0.2	12	10	1	1.1	-0.4	8	0.8	-2	·	0.9

SMILES	DTT redox prof	Diaphorase inh	TLR4-MyD88 BLA	PMI act	PMI act hi M6P	Hsp70 activator	G6PDH counter	RAM inhibit	Lmaj promast	S1P3 antagonist	Diaphorase act
Clc1ccc(-c2nc3ccncc3[nH]2)cc1	0.2	6	-10	0.8	0.9	-0.3	18	-1.9	2	-7	0.9
CC1CC(=O)NN=C1c1ccc(N)c([N+](=O)[O-])c1 (stereo unspecified)	0.1	7	-17	0.9	0.8	-0.2	4	2.3	2	-9	0.9
Cc1cccc(NC(=S)NC(C)CCc2ccccc2)c1 (stereo unspecified)	0.0	8	-3	1	0.9	-0.4	-13	1.9	78*	7	0.9
O=c1c2ccccc2c(C=NC2CCS(=O)(=O)C2)c(O)n1-c1ccccc1 (stereo unspecified)	0.6	15	8	1	0.9	0.6	5	0.1	-3	-21	0.9
Cc1cccc(-c2noc(CN(C(=O)c3ccc4c(c3)OCO4)C(C)C)n2)c1	0.6	-9	4	1	1.1	-0.4	10	2.8	9	-1	1.1
Cc1ccc(C(=O)OCCN(C)Cc2ccccc2)cc1	-0.2	7	-12	1.1	1.1	0.4	4	0.6	-2	-14	0.9
O=S(=O)(NN=C1CCCCCCC1)c1ccc(Br)cc1	0.8	4	-7	1.3	1.2	-0.2	-1	0.0	0	·	1
Cc1ccc(-n2c(C)nn(Cc3ccc([N+](=O)[O-])cc3)c2=O)cc1	-0.3	-1	9	1	1	-0.1	-2	5.2	-8	14	1

SMILES	DTT redox prof	Diaphorase inh	TLR4-MyD88 BLA	PMI act	PMI act hi M6P	Hsp70 activator	G6PDH counter	RAM inhibit	Lmaj promast	S1P3 antagonist	Diaphorase act
CCc1nc(SCC(=O)NCC2CCCO2)c2oc3ccccc3c2n1 (stereo unspecified)	0.1	8	3	1.1	1.1	0.7	2	-1.5	0	-9	0.9
O=C(c1ccc2c(c1)N(Cc1ccccc1)C(=O)CS2)N1CCOCC1	2.1	-5	6	1	1	-0.1	4	1.5	1	·	1.1
CC1CCN(C(=O)c2cc(-c3ccc(Cl)c(Cl)c3)on2)CC1	-0.6	3	-7	1	1	-0.1	10	6.2	-5	-4	1
CCOC(=O)c1c(C)[nH]c(C(=O)C(C)OC(=O)c2cccc(OCc3c(C)noc3C)c2)c1C (stereo unspecified)	-0.5	13	2	0.9	0.9	-0.3	8	3.9	38	21	0.9
COc1cccc(CNC(=S)NC2CCCC2)c1	-0.2	9	-25	0.9	1	-0.1	-9	0.9	5	-21	0.9
CS(=O)(=O)N(CC(=O)N/N=C/c1ccccn1)c1ccc(Oc2ccccc2)cc1	3.3	10	-8	0.9	1	0.0	12	0.8	33	-11	0.9
COc1ccccc1NC(=O)CNC(=O)c1ccccc1C	0.1	4	1	0.9	1	-0.1	18	-0.5	-4	·	1
CNC(=O)c1c(NC(=O)c2ccc(N3C(=O)CCC3=O)cc2)sc2c1CCCC2	-0.7	20	-21	0.8	0.9	-0.5	0	1.8	-5	-18	0.8

Part of the list above in a different format.
Results follow in this order: DTT redox prof | Diaphorase inh | TLR4-MyD88 BLA | PMI act | PMI act hi M6P | Hsp70 activator | G6PDH counter | RAM inhibit | Lmaj promast | S1P3 antagonist | Diaphorase act
CCCCC(O)(CCCC)C(=O)NN(C(=O)OCC)c1ccccc1
→ 0.6 | 2 | -13 | 0.9 | 1 | -0.2 | 7 | 0.4 | -2 | -3 | 1
CCNc1ccc(C(=O)OCC)cc1NC(=O)c1cccc(N(C)C)c1
→ -0.1 | 18 | 6 | 1 | 0.9 | 0.2 | 4 | -0.3 | -3 | · | 0.8

Next structures
SMILES	DTT redox prof	Diaphorase inh	TLR4-MyD88 BLA	PMI act	PMI act hi M6P	Hsp70 activator	G6PDH counter	RAM inhibit	Lmaj promast	S1P3 antagonist	Diaphorase act
COc1cccc(OCCCN2CCCCC2)c1	4.9	7	-2	0.9	1	0.1	2	2.5	96*	12	0.9
CC(c1ccccc1)n1c(-c2ccncc2)n[nH]c1=S (stereo unspecified)	-2.5	4	-7	1	1.1	-0.2	3	-0.2	-5	-3	1
CCn1c(SCC(=O)NNC(=O)Cc2ccccc2)nnc1-c1ccccc1	1.4	6	-5	1	1	-0.5	6	0.3	-6	·	0.9
CCNc1nc(NCC)n2c(SCC(=O)c3ccccc3F)nnc2n1	-1.4	11	5	1	1.1	-0.1	4	2.4	-4	-15	0.9
CNCc1ccccc1Sc1ccc(O)c(O)c1	46	63*	-20	0.3	0.3	-0.1	50*	-0.8	-8	14	0.4
Cc1[nH]c(=O)[nH]c(=O)c1/C=N/NC(=O)[C@H](C)NC(=O)OC(C)(C)C	2.9	1	-4	0.8	0.9	-0.2	4	3.1	0	·	1
COc1ccc(-c2csc(NC(=O)CN3C(=O)CCC3=O)n2)c(OC)c1	0.3	-4	11	0.9	1	0.0	23	4.2	-7	2	1
COc1ccc(N(CC(O)Cn2c3ccccc3c3ccccc32)S(=O)(=O)c2ccccc2)cc1 (stereo unspecified)	2.4	17	0	0.9	0.9	0.4	5	3.5	30	·	0.8

SMILES	DTT redox prof	Diaphorase inh	TLR4-MyD88 BLA	PMI act	PMI act hi M6P	Hsp70 activator	G6PDH counter	RAM inhibit	Lmaj promast	S1P3 antagonist	Diaphorase act
CCn1c(SCC(=O)N(Cc2ccccc2)C2CCS(=O)(=O)C2)nc2ccccc2c1=O (stereo unspecified)	-0.4	23	9	1.1	1.1	-0.4	-4	-0.7	39	-9	0.8
Cc1ccc(NC(=O)c2ccc(NCCc3ccccc3)c([N+](=O)[O-])c2)cc1F	1.2	-11	4	1	1.1	-0.3	-18	8.3	89*	-7	1.1
CC(=O)c1c(C)nc2cc(Cl)ccc2c1N	9.7	6	10	0.8	0.8	-0.6	3	0.4	50*	-34	0.9
O=S(=O)(NCC1CCCO1)c1cc(Cl)ccc1Br (stereo unspecified)	2.1	19	-15	0.6	0.6	-0.2	6	1.2	0	2	0.8
CS(=O)(=O)N1CCc2cc(S(=O)(=O)NCCNS(=O)(=O)c3ccc4c(c3)CCN4S(C)(=O)=O)ccc21	-0.1	4	-4	1	1	0.0	5	3.7	-4	-12	1
CCOC(=O)CCNC(=O)N1CCCC(C(=O)c2ccccc2SC)C1 (stereo unspecified)	3.1	9	3	1	1.1	-0.2	14	1.5	-2	-15	0.9
O=C(CCC1CCCN(C(=O)Cc2cccc(F)c2)C1)N1CCN(c2ccccn2)CC1 (stereo unspecified)	-0.8	-2	6	1	1	-0.2	2	4.3	-1	3	1
Cc1cc2cc(C)c3nnc(SCC(=O)Nc4ccc(S(=O)(=O)N5CCCCC5)cc4)n3c2cc1C	-0.1	13	-9	0.9	1	-0.2	1	4.8	56*	-4	0.9

SMILES	DTT redox prof	Diaphorase inh	TLR4-MyD88 BLA	PMI act	PMI act hi M6P	Hsp70 activator	G6PDH counter	RAM inhibit	Lmaj promast	S1P3 antagonist	Diaphorase act
CCCn1c(C)cc(C(=O)CN2C(=O)c3cccc(N)c3C2=O)c1C	-1.4	12	0	1	1	0.0	0	5.7	-2	·	0.9
Cc1cc(C)cc(OCCCOc2cccc3cccnc23)c1	-4.4	9	-6	1	0.9	0.1	12	1.4	82*	·	0.9
COc1cccc(Nc2ccc(Nc3cccc(OC)c3)nn2)c1	0.1	12	-16	0.9	1	-0.5	-17	1.6	10	-3	0.9
Cc1cc(NC(=O)c2ccc3c(c2)C(=O)N(Cc2cccnc2)C3=O)no1	-0.6	-9	-7	1	1.1	0.0	4	0.1	-8	-34	1.1

Quoted from the listing:
`Cc1cc(NC(=O)c2ccc3c(c2)C(=O)N(Cc2cccnc2)C3=O)no1` in Lmaj promast reads -8
`Cc1cccc(NC(=S)NC(C)CCc2ccccc2)c1` (stereo unspecified) in DTT redox prof reads 0.0

Screens from PubChem.
